miR-122 sensor – miR-122 Renilla sensor signal increase in Huh7, primary screen, miR-122 inhibitor project, cell-based, single point, plate reader; Huh7 miR-122 Renilla luciferase sensor, 48 h; neutral wells = 0, positive control = 100; activation (reporter increase), % at 12.5 µM; actives 0.3% (n = 340,000);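 active = mean replicate activation score at least 90 and every replicate individually at or above 90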;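 note: higher luciferase means less miR-122 activity so hits act as miR-122 inhibitors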
PGC1a acetyl inh – inhibitors of PGC1a acetylation signal, primary screen, cell-based, U2OS, AlphaScreen, inhibitor mode | AlphaScreen anti-acetyl-lysine; with virally co-expressed GCN5 acetyltransferase | actives 0.17% (n = 350,000) | inhibition, % at 15.6 µM | AID 651687, 2012;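 active = every replicate shows inhibition of at least 40%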;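 note: 0% = neutral control wells and 100% = positive control wells; some results beyond the cut were filed as inactive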
Cneo AK release – Cryptococcus neoformans cell lysis inducers, primary screen, AK release luminescence, single concentration. C. neoformans lysis, adenylate kinase release luminescence, 4 h; normalised: neutral wells 0, clomiphene wells 100. lysis activity, % at 15 µM. AID 651654, 2012. actives 0.2% (n = 360,000);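 active = mean lysis activity across replicates of at least 80%, whatever share of replicates individually reach that level; inactive = mean lysis activity below 80%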
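Material: C. neoformans cells; Schedule: 4 h static compound exposure, 37 °C, read 1 h post-reagent; Measured by: adenylate kinase release luminescence; Read-out: signal increase indicating cell lysis; Controls: Clomiphene as positive lysis control.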
RAD52 anneal inh – RAD52 DNA annealing inhibitors, primary screen, biochemical, FRET, single point, set 2; DNA repair protein RAD52 homolog (Homo sapiens), P43351; actives 0.46% (n = 360,000); recombinant RAD52 DNA annealing, FRET fluorescence; AID 651710, 2012; inhibition, % at 18.7 µM;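 active = every replicate showing at least 50% inhibition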
ERAP1 inh – human ERAP1 aminopeptidase inhibitors, primary screen, biochemical, single point, plate reader; inhibition, % at 10.7 µM; recombinant ERAP1, Leu-AMC fluorescence, 60 min; Endoplasmic reticulum aminopeptidase 1 (Homo sapiens), Q9NZ08; AID 652197, 2013; actives 0.15% (n = 340,000);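 active = mean replicate inhibition of at least 30%, or all replicates individually reaching that 30% level; inactive = mean below 30% and not every replicate reaching it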;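 note: 0% = neutral control wells and 100% = L-leucinethiol positive control wells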
Target sequence (Q9NZ08 whole entry, looked up): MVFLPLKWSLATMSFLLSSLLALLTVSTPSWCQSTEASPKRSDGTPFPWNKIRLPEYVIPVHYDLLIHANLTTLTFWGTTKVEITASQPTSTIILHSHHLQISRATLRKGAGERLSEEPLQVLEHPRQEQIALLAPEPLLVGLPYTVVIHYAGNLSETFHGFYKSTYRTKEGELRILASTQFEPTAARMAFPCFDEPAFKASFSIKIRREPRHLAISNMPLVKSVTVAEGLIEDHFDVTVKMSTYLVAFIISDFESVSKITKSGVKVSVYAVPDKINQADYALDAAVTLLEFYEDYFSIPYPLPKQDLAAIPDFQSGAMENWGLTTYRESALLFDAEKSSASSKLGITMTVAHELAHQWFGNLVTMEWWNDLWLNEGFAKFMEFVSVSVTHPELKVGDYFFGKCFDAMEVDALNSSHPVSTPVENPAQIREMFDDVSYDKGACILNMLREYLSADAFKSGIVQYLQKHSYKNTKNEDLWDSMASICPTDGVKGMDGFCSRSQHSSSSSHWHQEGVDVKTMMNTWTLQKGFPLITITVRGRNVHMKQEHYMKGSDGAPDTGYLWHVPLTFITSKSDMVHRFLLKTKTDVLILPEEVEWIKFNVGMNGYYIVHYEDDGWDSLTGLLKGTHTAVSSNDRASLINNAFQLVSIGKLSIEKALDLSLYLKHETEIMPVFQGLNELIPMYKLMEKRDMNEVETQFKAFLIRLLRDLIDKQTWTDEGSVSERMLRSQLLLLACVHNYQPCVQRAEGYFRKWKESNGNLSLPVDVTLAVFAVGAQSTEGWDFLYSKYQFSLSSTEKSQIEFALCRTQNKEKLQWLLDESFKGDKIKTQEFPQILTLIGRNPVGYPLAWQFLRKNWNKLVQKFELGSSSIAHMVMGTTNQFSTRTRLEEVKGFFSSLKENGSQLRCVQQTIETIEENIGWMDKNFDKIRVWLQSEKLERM
E-selectin induc – E-selectin induction in HUVECs, primary screen, imaging, HUVEC, immunofluorescence imaging, single point; activation, % at 7.58 µM; P16581; actives 0.37% (n = 260,000); normalized: neutral wells 0, TNF-alpha wells 100;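 active = mean E-selectin-positive cell signal at least 10% of the positive control, reached in at least 60% of replicates, without over 20% cell loss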;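 note: in these data hits start at about 27%; measured in HUVEC primary endothelial cells; signal is the percent of cells scored E-selectin positive by PE staining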
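Test system: HUVEC | Signal: Immunofluorescence imaging | Read-out: Percent E-selectin-positive cells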
PglD DTNB – C. jejuni PglD acetyltransferase inhibitors, primary screen, biochemical, DTNB colorimetric, single point. UDP-N-acetylbacillosamine N-acetyltransferase PglD (Campylobacter jejuni). purified PglD enzyme, DTNB colorimetric CoA detection. inhibition, % at 12.5 µM. actives 0.098% (n = 360,000). AID 602405, 2012; in the data active = inhibition above about 16%, passing the limit was not always enough; note: strong numbers were not always called active
RAD54 branch – inhibitors of human RAD54 branch migration, primary screen, biochemical, fluorescence, single point. DNA repair and recombination protein RAD54-like (Homo sapiens), Q92698. RAD54 Holliday junction branch migration, FAM/BHQ fluorescence. inhibition, % at 10.4 µM. actives 0.14% (n = 360,000);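 active = mean normalized replicate activity at least 40 and at least half of replicates scoring 40 or more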;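 note: 0% = median of neutral control wells and 100% = median of positive control wells; inhibitors cause a drop in the FAM fluorescence signal; in these data hits start at about 50%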
The depositor's hits bear a star; x = not tested or not shown; [ ] = dose if it differs, or a comment.

SMILES | miR-122 sensor | PGC1a acetyl inh | Cneo AK release | RAD52 anneal inh | ERAP1 inh | E-selectin induc | PglD DTNB | RAD54 branch
Clc1ccccc1CN(Cc1ccccc1)C(c1cccs1)c1nnnn1C1CCCC1 (stereo not given) | 41 | -25 | -1 | x | x | x | 1 | 2
COc1ccc(NC(=O)CSc2nc(C(C)C)nc3c2c(=O)n(C)c(=O)n3C)c(OC)c1 | -5 | x | 0 | 0 | -3 | 0.3 | 2 | 4
Cc1ccc2c(=O)c(CN3CCCCCC3)c(C)[nH]c2c1C | 3 | 7 | -1 | 44 | 1 | x | -11 | -17
CC(=O)C1=C(O)C(=O)N(c2ccc(O)cc2)C1c1ccccc1Cl (stereo not given) | -1 | 11 | -2 | -7 | -3 | 0.2 | -5 | -1
O=C(COC(=O)CCC(=O)c1cccs1)NCc1ccco1 | 7 | -2 | 2 | x | x | x | 10 | 1
COc1ccc(CCCc2nnc(SCC(=O)Nc3nccs3)n2C)cc1C | -4 | 11 | 1 | x | x | x | 1 | 0
COc1ccc(CCNC(=O)c2c(C)nn(CC(C)C)c2Cl)cc1OC | x | 2 | -2 | 7 | -2 | -0.3 | -2 | 16
Cc1cc(C(=O)CCC(=O)Nc2ncccc2O)c(C)s1 | 0 | 8 | 0 | -11 | -2 | 0.1 | 9 | -2
O=C(CCc1ccccc1)NC(=S)NCc1ccco1 | -12 | -5 | 46 | -17 | 1 | x | -2 | -9
CCN(CC)c1cc(Oc2ccccc2)ncn1 | -2 | -8 | -1 | x | x | -1.4 | -4 | 1
CCc1ccccc1NC(=O)CN(C)C(=O)COC(=O)c1c(Cl)cccc1Cl | -3 | 2 | -1 | -13 | 2 | -0.2 | -1 | 3
O=c1[nH]c2ccc(NC(=S)Nc3ccccc3Cl)cc2[nH]1 | -2 | -2 | 0 | x | x | x | 7 | 2
CCOC(=O)c1ccc(NC(=O)Cn2cnc3cc(C)c(C)cc32)cc1 | 3 | 2 | x | -18 | -1 | x | x | x
COc1ccc(S(=O)(=O)NCC2CCCO2)cc1NC(=O)c1ccc(Cl)cc1 (stereo not given) | 76 | -5 | 3 | -10 | -8 | -0.2 | 6 | 7
O=C(CCCCl)NC(=S)Nc1ccc(CN2CCOCC2)cc1 | -3 | -2 | 1 | -7 | 2 | 0.5 | 0 | 3
O=C(Nc1cccc(C(=O)O)c1)/C(=C\c1ccco1)NC(=O)c1ccccc1 | x | x | -4 | -30 | -9 | 0.4 | 6 | -26
Cc1ccc(N(CC(=O)Nc2ccc(C)cn2)S(=O)(=O)c2c(C)nn(C)c2C)cc1 | 2 | -2 | 8 | x | x | x | 3 | 6
C[C@H]1CN([C@@H](C)CO)C(=O)c2cc(NS(C)(=O)=O)ccc2O[C@@H]1CN(C)Cc1ccc(C(=O)O)cc1 | -2[16.7 µM] | 30 | -5 | -8 | 1 | -10 | 4 | -2
CCN1C(Nc2ccccc2)=NC[C@@H]1C | 3 | 0 | 4 | -1 | -5 | -0.1 | -4 | 4
CCNC(=O)c1cc(S(=O)(=O)N2CCSCC2)ccc1OC | x | x | 1 | -10 | -4 | -0.1 | 4 | -5
CC(C)CCNc1ncnc2c1nnn2Cc1ccccc1 | -2 | 5 | 0 | -6 | 6 | x | 0 | 2
Cc1c(NC(=O)CN2C(=O)c3ccccc3S2(=O)=O)c(=O)n(-c2ccccc2)n1C | 1 | 3 | 0 | x | x | x | 12 | -12
Cn1c(N)c(C(=O)COC(=O)C23CC4CC(CC(C4)C2)C3)c(=O)n(C)c1=O | -3 | -9 | 0 | x | x | x | -1 | -7
Cc1ccc(NC(=O)C2CCN(S(=O)(=O)c3ccc4c(c3)NC(=O)CO4)CC2)cc1C | -3 | -10 | -3 | -17 | 1 | x | -4 | 0
COc1ccc(NC(=O)C2CC(=O)N/C(=N/N=C/c3ccccc3)S2)cc1 (stereo not given) | x | 8 | x | -6 | -1 | 6.3 | x | x
(more compounds)
SMILES | miR-122 sensor | PGC1a acetyl inh | Cneo AK release | RAD52 anneal inh | ERAP1 inh | E-selectin induc | PglD DTNB | RAD54 branch
CC(=O)N1CCN(CC(=O)Nc2cccc(S(=O)(=O)N3CCCCCC3)c2)CC1 | 5 | -1 | -1 | -10 | -3 | 5.0 | -5 | 9
CCC(=O)c1ccc(OCC(=O)NCC2(N3CCCCC3)CCCCC2)cc1 | -3 | x | 1 | -31 | -2 | x | 5 | -6
CCOC(=O)c1c(NC(=S)NC(=O)c2ccco2)sc2c1CCCC2 | -7 | 13 | 0 | x | x | x | -3 | 3
COC(=O)CN1C(=O)COc2ccc(S(=O)(=O)NCc3ccccc3)cc21 | 8 | 1 | 2 | -17 | -1 | x | 3 | -9
COc1ccc(S(=O)(=O)Nc2ccc3c(c2)C(=O)N([C@H](C)CO)C[C@@H](C)[C@@H](CN(C)Cc2ccncc2)OCCCC[C@@H](C)O3)cc1 | 3[16.7 µM] | -1 | 0 | 17 | -1 | 0.0 | -1 | -1
CCOC(=O)C1=C(N)Oc2c(oc(CO)cc2=O)C1c1ccc(F)cc1 (stereo not given) | 4 | 1 | 2 | x | x | x | x | 3
Cc1cccc(NC(=O)C2=C(O)c3ccccc3N(C)S2(=O)=O)c1 | -1 | -3 | -2 | x | x | x | -1 | -9
CCN1CCN(c2cc(C)nc(-c3ccccc3O)n2)CC1 | 4 | 6 | -1 | -1 | 2 | 5.9 | 0 | 22
Cc1ccc(S(=O)(=O)NCC[C@H]2CC[C@@H](NC(=O)c3cccnc3)[C@@H](CO)O2)cc1 | x | 4 | -2 | -12 | -1 | -0.3 | -1 | -8
Cc1noc(C)c1NC(=O)N(C)C[C@@H]1Oc2ncc(C#CC3CCCC3)cc2C(=O)N([C@H](C)CO)C[C@H]1C | -7[16.7 µM] | 7 | 17 | -5 | -1 | 0.0 | 4 | 4
O=C1CC(c2cccs2)c2ccc3ccccc3c2N1 (stereo not given) | -3 | 0 | 3 | -15 | 3 | 11 | 1 | 6
Cc1noc(C)c1NC(=O)Nc1ccc2c(c1)C(=O)N([C@@H](C)CO)C[C@H](C)[C@@H](CN(C)S(=O)(=O)c1cn(C)cn1)OCCCC[C@H](C)O2 | 8[16.7 µM] | 3 | 0 | 13 | 0 | 0.1 | 0 | -6
COc1cccc(OC)c1C(=O)NC(=O)Nc1c(C)cccc1C | 5 | 6 | -1 | -7 | 0 | 0.0 | -3 | -8
COc1ccc(CN(C)C[C@@H]2OCCCC[C@@H](C)Oc3ccc(NC(=O)Cc4ccccc4)cc3C(=O)N([C@H](C)CO)C[C@H]2C)cc1 | 14[16.7 µM] | 12 | 0 | x | x | 0.1 | 3 | 3
NC(=O)C1CCN(C(=O)c2ccc([N+](=O)[O-])cc2NC(=O)c2cccs2)CC1 | -1 | 2 | 0 | -2 | 1 | x | 1 | 1
COCC#Cc1ccc([C@H]2[C@H](CO)N3CCCCN(Cc4cccnc4)C[C@@H]23)cc1 | 2[16.7 µM] | 0 | 2 | -24 | -1 | -0.2 | 4 | 0
CCCNC(=O)N1CC2(CN(Cc3cccc(OC)c3)C2)c2c(n(C)c3cc(OC)ccc23)[C@H]1CO | x | 5 | x | 4 | -1 | 0.2 | x | x
NC(=O)C1CCN(C2CC(=O)N(Cc3ccc(N4CCCC4=O)cc3)C2=O)CC1 (stereo not given) | 3 | 15 | 2 | x | x | -1.1 | -1 | 0
O=C1CNC[C@H]2[C@H](c3ccc(C4=CCCC4)cc3)[C@H](CO)N12 | x | 9 | x | -29 | 1 | -0.2 | x | x
COC(=O)c1ccc(NC(=O)CSc2nc3ccccc3c(=O)[nH]2)cc1 | 0 | 6 | -1 | x | x | x | 5 | 12
CN(CCN1CCOCC1)C(=O)c1cc(COc2ccc(F)c(F)c2)on1 | -10 | 5 | -4 | 1 | 0 | x | -3 | -10
COc1ccc2ccccc2c1/C=N/NC(=O)c1nnn(-c2nonc2N)c1CN(C)C | 2 | -7 | 2 | -4 | 0 | 2.3 | 1 | -9
Cc1ccc([C@H]2C[C@H](n3cc(C4CC4)nn3)[C@@H](O)CN2C(=O)C2CCCCC2)cc1 | 5 | 5 | -3 | 0 | -4 | 0.0 | 1 | 2
CCCC(=O)Nc1ccc2c(c1)C(=O)N(C)[C@@H]1CC[C@H](CC(=O)NCCOC)O[C@H]1CO2 | -60[16.7 µM] | 8 | 55 | x | x | -0.1 | 2 | -10
CCS(=O)(=O)N1CCC2(CC1)CN(Cc1cc(F)ccc1F)[C@H](CO)c1c2c2ccc(OC)cc2n1C | x | -8 | x | -71 | 4 | 1.5 | x | x

Already shown: 2 of the compounds above.
SMILES | miR-122 sensor | PGC1a acetyl inh | Cneo AK release | RAD52 anneal inh | ERAP1 inh | E-selectin induc | PglD DTNB | RAD54 branch
CCCC(=O)Nc1ccc2c(c1)C(=O)N(C)[C@@H]1CC[C@H](CC(=O)NCCOC)O[C@H]1CO2 | -60[16.7 µM] | 8 | 55 | x | x | -0.1 | 2 | -10
CCS(=O)(=O)N1CCC2(CC1)CN(Cc1cc(F)ccc1F)[C@H](CO)c1c2c2ccc(OC)cc2n1C | x | -8 | x | -71 | 4 | 1.5 | x | x

(further entries)
SMILES | miR-122 sensor | PGC1a acetyl inh | Cneo AK release | RAD52 anneal inh | ERAP1 inh | E-selectin induc | PglD DTNB | RAD54 branch
C[C@@H]1CN([C@@H](C)CO)C(=O)Cc2cc(NS(=O)(=O)c3ccc(F)cc3)ccc2O[C@H]1CN(C)C(=O)Nc1cccc2ccccc12 | x | -3 | x | 0 | -4 | 0.0 | x | x
COc1ccc(C(=O)OCC(=O)NC2CC2)cc1S(=O)(=O)Nc1ccc(C)cc1 | 4 | 7 | 4 | -8 | 2 | -0.3 | -7 | 0
O=C(O)c1ccccc1C1Nc2ccccc2C(=O)N1CCCN1CCOCC1 (stereo not given) | -5 | -13 | 1 | -3 | x | x | 0 | 4
CCOC(=O)C1=CCN(S(=O)(=O)c2ccccc2)C1c1ccccc1 (stereo not given) | -1 | -13 | 25 | 1 | 5 | 1.3 | 4 | -4
Cc1ccc(S(=O)(=O)N(C)C[C@H]2Oc3ccc(NS(=O)(=O)c4c(C)noc4C)cc3CC(=O)N([C@@H](C)CO)C[C@@H]2C)cc1 | 0[16.7 µM] | 7 | -3 | 0 | -2 | -0.2 | 2 | 4
Cc1ccc(S(=O)(=O)N(C)C)cc1NC(=O)c1cccnc1Oc1ccccc1 | 1 | -4 | -2 | -2 | 2 | x | 0 | -3
COc1ccc(OC)c(/C=C(\NC(=O)c2ccccc2)C(=O)N/N=C/c2ccc(C)s2)c1 | -3 | 9 | -1 | x | x | x | -2 | 0
COc1ccc(NC(=O)c2cccnc2SC)cc1OC | 2 | 1 | 0 | -20 | -4 | x | -2 | 0
Cn1c(=O)[nH]c(NC2CCCCC2)c([N+](=O)[O-])c1=O | 1 | x | 0 | x | x | x | -4 | -17

An excerpt from above in order of heavy-atom count, lowest first:
SMILES | miR-122 sensor | PGC1a acetyl inh | Cneo AK release | RAD52 anneal inh | ERAP1 inh | E-selectin induc | PglD DTNB | RAD54 branch
Cn1c(=O)[nH]c(NC2CCCCC2)c([N+](=O)[O-])c1=O | 1 | x | 0 | x | x | x | -4 | -17
COc1ccc(NC(=O)c2cccnc2SC)cc1OC | 2 | 1 | 0 | -20 | -4 | x | -2 | 0
O=C(O)c1ccccc1C1Nc2ccccc2C(=O)N1CCCN1CCOCC1 (stereo not given) | -5 | -13 | 1 | -3 | x | x | 0 | 4
COc1ccc(OC)c(/C=C(\NC(=O)c2ccccc2)C(=O)N/N=C/c2ccc(C)s2)c1 | -3 | 9 | -1 | x | x | x | -2 | 0
